Screening data (PubChem BioAssay)
IDE exosite inh = insulin-degrading enzyme (human) exo-site inhibition | purified IDE, FL-6b probe fluorescence polarization; stronger effect = lower value | z-score at 20 µM | 6.3% of 17,000 active;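 active = z-score of -3 or lower, meaning strong loss of probe binding signal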;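 also: His-tagged human IDE residues 42-1019 made in E. coli with 30 nM FL-6b probe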
Target sequence (P14735 42-1019 limits assumed): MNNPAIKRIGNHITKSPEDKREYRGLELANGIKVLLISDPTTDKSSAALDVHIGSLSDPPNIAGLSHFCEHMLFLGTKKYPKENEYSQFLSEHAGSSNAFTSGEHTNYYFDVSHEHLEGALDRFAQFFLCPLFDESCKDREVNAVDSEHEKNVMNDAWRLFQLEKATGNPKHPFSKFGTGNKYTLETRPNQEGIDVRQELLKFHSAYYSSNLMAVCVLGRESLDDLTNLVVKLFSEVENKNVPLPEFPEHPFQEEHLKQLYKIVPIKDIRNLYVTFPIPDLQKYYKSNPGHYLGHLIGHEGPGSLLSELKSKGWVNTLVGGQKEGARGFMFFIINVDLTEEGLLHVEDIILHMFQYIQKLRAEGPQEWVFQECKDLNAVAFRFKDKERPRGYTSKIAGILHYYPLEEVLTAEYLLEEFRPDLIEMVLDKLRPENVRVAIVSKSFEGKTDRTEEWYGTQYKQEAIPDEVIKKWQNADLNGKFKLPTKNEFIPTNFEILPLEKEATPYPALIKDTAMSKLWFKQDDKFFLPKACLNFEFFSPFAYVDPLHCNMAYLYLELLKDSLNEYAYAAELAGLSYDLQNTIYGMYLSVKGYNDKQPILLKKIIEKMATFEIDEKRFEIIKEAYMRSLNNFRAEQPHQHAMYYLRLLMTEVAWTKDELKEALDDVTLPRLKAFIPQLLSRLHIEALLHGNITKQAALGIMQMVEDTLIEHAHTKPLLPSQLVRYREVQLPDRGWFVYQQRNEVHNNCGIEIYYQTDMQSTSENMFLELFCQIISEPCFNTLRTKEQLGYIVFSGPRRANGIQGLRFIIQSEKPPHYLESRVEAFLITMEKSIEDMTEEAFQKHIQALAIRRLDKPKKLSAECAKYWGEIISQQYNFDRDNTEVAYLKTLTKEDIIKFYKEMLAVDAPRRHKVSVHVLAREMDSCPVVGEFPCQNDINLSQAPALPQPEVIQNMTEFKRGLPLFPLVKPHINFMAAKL
Active calls of the source: *; & = joins results of further samples. Only part of the results is shown. The share of hits here may be higher or lower than overall.

Screening Cc1ccc(S(=O)(=O)N2C[C@H]3[C@@H](c4ccccc42)[C@H](CO)N3Cc2cccnc2)cc1 returned IDE exosite inh 2.83.
`C[C@H](CO)N1C[C@H](C)[C@H](CN(C)C(=O)NC2CCCCC2)OCCCC[C@H](C)Oc2ccc(N(C)C)cc2C1=O` gave IDE exosite inh 0.36.
Screening O=C(c1ccc(F)cc1)N1CC(=O)N2[C@H](CO)[C@H](c3ccc(C#CC4CCCCC4)cc3)[C@@H]2C1 returned IDE exosite inh 4.2.
For O=S(=O)(c1cccc(F)c1)N1[C@@H]2CNC[C@H]1C2c1ccc(-c2ccccc2)cc1 (some centres undefined) the results were IDE exosite inh 3&0.132.
For COCC(=O)Nc1ccc2c(c1)[C@H]1C[C@H](CC(=O)N[C@@H](C)c3ccccc3)O[C@@H](CO)[C@H]1O2 the results were IDE exosite inh 0.874.
`CCN(C[C@H]1N[C@H](CO)[C@@H]1c1ccc(-c2ccccc2)cc1)C(=O)COC` gave IDE exosite inh 1.19.
O=C(C1CCCCC1)N1CC(=O)N2[C@H](CO)[C@@H](c3ccc(C#Cc4cccc(F)c4)cc3)[C@@H]2C1 was read as IDE exosite inh 1.96.
For O=C(Nc1ccc(C(F)(F)F)cc1)Nc1ccc2c(c1)[C@H]1C[C@H](CC(=O)N3CCc4ccccc4C3)O[C@@H](CO)[C@H]1O2 the results were IDE exosite inh -0.874.
Screening CC(C)[C@H]1C(=O)N[C@@H](c2ccc(F)cc2)CC=CC[C@H](C)Oc2ccccc2C(=O)N1C (mixture of isomers) returned IDE exosite inh 0.217.
`O=C(C1CCC1)N1CCCCN2[C@H](C1)[C@H](c1ccc(-c3ccncc3)cc1)[C@@H]2CO` gave IDE exosite inh -0.116.
`O=C(Nc1cccc(F)c1)N1CC(=O)N2[C@H](CO)[C@H](c3ccc(-c4cccc(F)c4)cc3)[C@H]2C1` gave IDE exosite inh 0.29.
Screening O=C(c1ccc2c(c1)OCO2)N1CC(=O)N2[C@H](CO)[C@H](c3ccc(C#Cc4ccccc4)cc3)[C@@H]2C1 returned IDE exosite inh -0.138.
For COc1ccc2c3c(n(C)c2c1)[C@H](CO)N(CC1CCOCC1)CC31CN(Cc2nccs2)C1 the results were IDE exosite inh -1.87.
CCC(=O)N1[C@H](CN(C(C)C)S(C)(=O)=O)[C@H](c2ccccc2)[C@@H]1CO was read as IDE exosite inh 5.06.
O=C(C1CCC1)N1CCCCN2[C@@H](CO)[C@@H](c3ccc(C#CC4(O)CCCC4)cc3)[C@@H]2C1 was read as IDE exosite inh 3.31.

Already shown: entries from further up.
Screening Cc1ccc(S(=O)(=O)N2C[C@H]3[C@@H](c4ccccc42)[C@H](CO)N3Cc2cccnc2)cc1 returned IDE exosite inh 2.83.
`C[C@H](CO)N1C[C@H](C)[C@H](CN(C)C(=O)NC2CCCCC2)OCCCC[C@H](C)Oc2ccc(N(C)C)cc2C1=O` gave IDE exosite inh 0.36.
Screening O=C(c1ccc(F)cc1)N1CC(=O)N2[C@H](CO)[C@H](c3ccc(C#CC4CCCCC4)cc3)[C@@H]2C1 returned IDE exosite inh 4.2.
For O=S(=O)(c1cccc(F)c1)N1[C@@H]2CNC[C@H]1C2c1ccc(-c2ccccc2)cc1 (some centres undefined) the results were IDE exosite inh 3&0.132.
For COCC(=O)Nc1ccc2c(c1)[C@H]1C[C@H](CC(=O)N[C@@H](C)c3ccccc3)O[C@@H](CO)[C@H]1O2 the results were IDE exosite inh 0.874.
`CCN(C[C@H]1N[C@H](CO)[C@@H]1c1ccc(-c2ccccc2)cc1)C(=O)COC` gave IDE exosite inh 1.19.
O=C(C1CCCCC1)N1CC(=O)N2[C@H](CO)[C@@H](c3ccc(C#Cc4cccc(F)c4)cc3)[C@@H]2C1 was read as IDE exosite inh 1.96.
For O=C(Nc1ccc(C(F)(F)F)cc1)Nc1ccc2c(c1)[C@H]1C[C@H](CC(=O)N3CCc4ccccc4C3)O[C@@H](CO)[C@H]1O2 the results were IDE exosite inh -0.874.
Screening CC(C)[C@H]1C(=O)N[C@@H](c2ccc(F)cc2)CC=CC[C@H](C)Oc2ccccc2C(=O)N1C (mixture of isomers) returned IDE exosite inh 0.217.
`O=C(C1CCC1)N1CCCCN2[C@H](C1)[C@H](c1ccc(-c3ccncc3)cc1)[C@@H]2CO` gave IDE exosite inh -0.116.

(listing goes on)
Screening O=C(C[C@H]1CC[C@H]2[C@@H](COC[C@H](O)CN2C(=O)Nc2ccc(Cl)cc2)O1)NCC1CCCCC1 returned IDE exosite inh 2.28.
For C[C@H](CO)N1C[C@H](C)[C@@H](CN(C)CC2CCCCC2)OCc2cnnn2CCCC1=O the results were IDE exosite inh 0.178.
`O=C(c1ccc(F)cc1)N1CC(=O)N2[C@H](C1)[C@H](c1ccc(-c3ccccc3F)cc1)[C@@H]2CO` gave IDE exosite inh 4.93.
For COc1ccccc1-c1ccc2c(c1)[C@H]1[C@H](CCN1C(=O)CN1CCOCC1)[C@H](CO)N2C the results were IDE exosite inh -3.33*.
For O=S(=O)(c1ccccc1F)N1C[C@@H]2N[C@H](C1)C2c1ccc(-c2cccnc2)cc1 (some centres undefined) the results were IDE exosite inh 4.33.
`CN(C)C(=O)c1cccc(-c2ccc([C@@H]3[C@H]4CN(C(=O)C5CCC5)CC(=O)N4[C@H]3CO)cc2)c1` gave IDE exosite inh -0.557.
C/C=C/c1ccc([C@H]2[C@@H](CO)N(C(=O)Cc3ccccn3)[C@H]2C#N)cc1 was read as IDE exosite inh 0.458.
Screening CC(C)COC(=O)N(C)C[C@H]1OCc2ccccc2-c2ccccc2C(=O)N([C@H](C)CO)C[C@H]1C returned IDE exosite inh -0.126.
C[C@@H]1CN([C@@H](C)CO)C(=O)c2c(c3ccccc3n2C)-c2ccccc2CO[C@@H]1CN(C)C was read as IDE exosite inh -0.714.
Screening CO[C@H]1CC[C@@H]2CCOc3c(C#N)cccc3C(=O)N(C)C[C@@H](OC)[C@H](C)C(=O)N(C)C[C@H]1O2 returned IDE exosite inh 1.43.
Screening O=C(C[C@H]1CC[C@H]2[C@@H](COC[C@@H](O)CN2C(=O)c2cnccn2)O1)N1CCN(c2ccccc2)CC1 returned IDE exosite inh -0.593.
For CN1C[C@H](O)COC[C@@H]2O[C@H](CC(=O)NC3CCCC3)CC[C@H]21 the results were IDE exosite inh -0.43.
For O=C(Nc1ccccc1F)N[C@@H]1CC[C@@H](CCNC(=O)C2CC2)O[C@@H]1CO the results were IDE exosite inh 0.348.
O=C(c1ccccc1)N1[C@H](CO)[C@H](c2ccccc2)C12CN(Cc1nccs1)C2 was read as IDE exosite inh 1.93.
For C/C=C/c1ccc([C@@H]2[C@H]3CN(C(=O)c4ccc(F)cc4)CC(=O)N3[C@H]2CO)cc1 the results were IDE exosite inh 2.12.
`C/C=C/c1ccc([C@@H]2[C@@H](CO)N(C(=O)C3CC3)[C@H]2CN(C)C(C)=O)cc1` gave IDE exosite inh 0.966.
Screening CNC(=O)C[C@@H]1CC[C@H]2[C@@H](COc3ccc(NS(=O)(=O)c4ccc(F)cc4)cc3C(=O)N2C)O1 returned IDE exosite inh -0.443.
`CO[C@H](CN(C)Cc1ccc2c(c1)OCO2)[C@H](C)CN(C(=O)c1ccccc1)[C@@H](C)CO` gave IDE exosite inh -0.247.
O=C(c1ccccc1F)N1CC[C@@H]2[C@@H](CO)Nc3ccc(Br)cc3[C@@H]21 was read as IDE exosite inh 0.31.
Screening Cc1noc(C)c1S(=O)(=O)N(C)C[C@H]1OCCCC[C@H](C)Oc2ccc(NS(=O)(=O)c3cn(C)cn3)cc2C(=O)N([C@@H](C)CO)C[C@@H]1C returned IDE exosite inh -0.105.
For CS(=O)(=O)N1CC(=O)N2[C@H](CO)[C@@H](c3ccc(C#CCC4CCCC4)cc3)[C@@H]2C1 the results were IDE exosite inh -0.649.
Screening OC[C@H]1[C@@H](c2ccc(-c3ccccc3F)cc2)[C@@H]2CN(Cc3ccncc3)CCCCN12 returned IDE exosite inh -0.42.
`Cc1ccc(S(=O)(=O)N(C)C[C@H]2OCCCC[C@@H](C)Oc3ccc(NC(=O)c4ccncc4)cc3C(=O)N([C@@H](C)CO)C[C@@H]2C)cc1` gave IDE exosite inh 1.43.
`CO[C@@H]1CN(C)C(=O)c2cc(NC(=O)NC(C)C)ccc2OC[C@@H](C)N(Cc2ccccc2)C[C@H]1C` gave IDE exosite inh -0.515.
For Cc1ccccc1S(=O)(=O)N1CCCCN2[C@H](CO)[C@@H](c3ccc(C#CCN(C)C)cc3)[C@@H]2C1 the results were IDE exosite inh 0.339.
Cn1cnc(S(=O)(=O)N2CCCCN3[C@H](CO)[C@@H](c4ccc(-c5ccc(F)cc5)cc4)[C@@H]3C2)c1 was read as IDE exosite inh 3.91.
`COc1ccc(-c2ccccc2[C@H]2[C@@H](C#N)N(C(=O)C3CCC3)[C@H]2CO)cc1` gave IDE exosite inh 0.748.
For COc1ccc(S(=O)(=O)N2CC[C@@H]3[C@H](CO)Nc4ccc(Br)cc4[C@@H]32)cc1 the results were IDE exosite inh 0.444.
For CCS(=O)(=O)N1CC(=O)N2[C@H](CO)[C@@H](c3ccc(C#Cc4ccc(F)cc4)cc3)[C@H]2C1 the results were IDE exosite inh 0.789.
For C[C@H](CO)N1C[C@H](C)[C@@H](CN(C)C(=O)CN2CCOCC2)Oc2ncc(-c3ccncc3)cc2C1=O the results were IDE exosite inh -0.343.
`OC[C@@H]1[C@H](c2ccc(-c3cccnc3)cc2)[C@@H]2CN(Cc3ccccn3)CCCCN12` gave IDE exosite inh -0.67.
`CO[C@H](CN(C)Cc1nccs1)[C@@H](C)CN([C@H](C)CO)S(=O)(=O)c1ccc(F)cc1` gave IDE exosite inh 1.81.
For CN1[C@@H]2CN(C(=O)C3CCCCC3)c3ccccc3[C@@H]2[C@@H]1CO the results were IDE exosite inh -0.383.
COc1cccc(S(=O)(=O)N[C@H]2CC[C@H](CC(=O)NC3Cc4ccccc4C3)O[C@H]2CO)c1 was read as IDE exosite inh 0.511.
Screening COC(=O)C[C@@H]1CC[C@@H]2[C@H](COc3ccc(NC(=O)c4ccc(C(F)(F)F)cc4)cc3C(=O)N2C)O1 returned IDE exosite inh 0.209.
O=C(C[C@@H]1CC[C@@H]2[C@H](COC[C@H](O)CN2S(=O)(=O)c2ccccc2)O1)Nc1ccccc1 was read as IDE exosite inh -1.
C[C@@H]1COCc2cn(nn2)CCCC(=O)N1 was read as IDE exosite inh 1.97.
`O=C(O)[C@@H]1[C@@H](CO)[C@@H]2Cn3c(ccc(/C=C/c4ccccc4)c3=O)[C@@H]2N1Cc1ccc2c(c1)OCO2` gave IDE exosite inh -0.249.
C[C@@H](O)C#Cc1ccc([C@@H]2[C@H]3CN(C(=O)c4ccc5c(c4)OCO5)CCCCN3[C@H]2CO)cc1 was read as IDE exosite inh -0.637.
`COCC#Cc1ccc([C@@H]2[C@@H](CO)N3C(=O)CN(C(=O)Nc4ccccc4F)C[C@@H]23)cc1` gave IDE exosite inh 1.26.
For CCS(=O)(=O)N1[C@H](CO)[C@H](c2ccccc2)[C@@H]1CN(C)Cc1ccccn1 the results were IDE exosite inh -0.734.
`O=S(=O)(c1ccccc1F)N1CCCCN2[C@H](CO)[C@@H](c3ccc(-c4cccnc4)cc3)[C@H]2C1` gave IDE exosite inh 0.998.
Screening C[C@@H]1CCCCO[C@@H](CN(C)C(=O)CCCN(C)C)[C@@H](C)CN([C@@H](C)CO)C(=O)c2cc(NS(=O)(=O)c3ccc(Cl)cc3)ccc2O1 returned IDE exosite inh -0.488.
CCCN1C[C@H](C)[C@@H](OC)CN(C)C(=O)c2cc(NC(=O)Nc3cccc(F)c3)ccc2OC[C@H]1C was read as IDE exosite inh -0.649.
For CC(C)[C@H]1C(=O)N[C@H](c2ccc(F)cc2)CC=CC[C@@H](C)Oc2ccccc2C(=O)N1C (mixture of isomers) the results were IDE exosite inh -0.703.
Cc1noc(C)c1NC(=O)Nc1ccc2c(c1)C(=O)N([C@@H](C)CO)C[C@@H](C)[C@@H](CN(C)Cc1ccc3c(c1)OCO3)OCCCC[C@H](C)O2 was read as IDE exosite inh 1.45.
CCN(C[C@@H]1[C@@H](c2ccc(-c3ccccc3F)cc2)[C@@H](CO)N1C(C)=O)C(C)=O was read as IDE exosite inh -2.08.
COc1cccc(S(=O)(=O)N2CCCCN3[C@H](C2)[C@@H](c2ccc(-c4ccccc4)cc2)[C@@H]3CO)c1 was read as IDE exosite inh 2.99.
For C[C@@H](O)C#Cc1ccc([C@@H]2[C@@H](CO)N3CCCCN(C(=O)Nc4ccccc4)C[C@@H]23)cc1 the results were IDE exosite inh -0.138.
`N#C[C@H]1[C@@H](c2ccccc2C2=CCCC2)[C@@H](CO)N1C(=O)C1CCOCC1` gave IDE exosite inh -1.16.
O=C(Nc1ccc(C(F)(F)F)cc1)Nc1ccc2c(c1)[C@@H]1C[C@@H](CC(=O)N3CCc4ccccc4C3)O[C@@H](CO)[C@@H]1O2 was read as IDE exosite inh -0.663.
Screening C[C@H]1CCCCO[C@H](CN(C)C(=O)CCC(F)(F)F)[C@@H](C)CN([C@@H](C)CO)C(=O)c2cc(NC(=O)C3CCCCC3)ccc2O1 returned IDE exosite inh 1.29.
COCC(=O)N1CC(=O)N2[C@H](CO)[C@@H](c3ccc(C#CC4CCCC4)cc3)[C@H]2C1 was read as IDE exosite inh 0.129.
`COCC(=O)NC[C@H]1N[C@H](CO)[C@@H]1c1ccc(C2=CCCCC2)cc1` gave IDE exosite inh 3.26.
For N#C[C@@H]1[C@H](c2ccc(C3=CCCC3)cc2)[C@@H](CO)N1C(=O)c1cccc(F)c1 the results were IDE exosite inh 6.02.
For O=C(c1cccc(F)c1)N1CCCCN2[C@H](CO)[C@@H](c3ccc(-c4ccncc4)cc3)[C@H]2C1 the results were IDE exosite inh 2.43.
For CO[C@H]1CC[C@H]2CCOc3c(C#N)cccc3C(=O)N(C)C[C@H](OC)[C@@H](C)C(=O)N(C)C[C@@H]1O2 the results were IDE exosite inh -0.658.
Screening COCC(=O)N1CCCCN2[C@@H](CO)[C@@H](c3ccc(-c4cccc(C)c4)cc3)[C@@H]2C1 returned IDE exosite inh -6.67*.
Screening CC(=O)N1CCCCN2[C@H](C1)[C@H](c1ccc(-c3ccccc3)cc1)[C@@H]2CO returned IDE exosite inh 0.469.
For COc1ccc2c3c(n(C)c2c1)[C@@H](CO)N(C(C)=O)CC31CN(Cc2ccc(Cl)cc2)C1 the results were IDE exosite inh 0.861.
